APP transl inh: inhibitors of APP translation via 5'UTR reporter, primary screen, APP 5'UTR luciferase, SH-SY5Y cells | AID 1285, 2008 | actives 0.82% (n = 190,000) | inhibition, % at 2 µM | SH-SY5Y APP 5'UTR-luciferase reporter, luminescence;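 active = inhibition above a set limit, derived from the sample mean plus 3 SD, cut at about 45% in these data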; note: values of inactives mirror those of a sister screen read the other way
Diaph inh CS: diaphorase inhibitors and chemical oxidizers, primary screen, counter-screen for diaphorase-coupled primary assays, biochemical, uHTS, resorufin fluorescence; diaphorase resazurin-to-resorufin fluorescence, NADH, 16 min; bacterial (C. kluyveri) enzyme, not human; inhibition, % at 20 µM; actives 0.69% (n = 190,000);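 active = primary screen inhibition at 20 µM above a set limit, cut at about 50% in these data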;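 note: plate controls were DMSO with full reaction for no effect and wells lacking NADH for full effect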
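Benchmarks: positive control wells lacking NADH, neutral wells with DMSO only. System: bacterial diaphorase enzyme (C. kluyveri). Input: 0.14 U/mL diaphorase, enzyme working solution. Detection: resorufin fluorescence, excitation 544 nm, emission 590 nm. Times: 16-min room-temperature incubation before reading.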
G6PDH counter: L. mesenteroides G6PDH inhibitors, counter-screen for G6PDH-coupled screening assays, biochemical, Leuconostoc mesenteroides enzyme. glucose-6-phosphate dehydrogenase [Leuconostoc mesenteroides]. inhibition, % at 5 µM. AID 1020, 2008. actives 0.12% (n = 200,000). Purified L. mesenteroides G6PDH, diaphorase/resazurin coupled fluorescence, 45 min; in the data active = inhibition above about 50%
Hsp70 act: Hsp70 transcriptional activators, primary screen, cell-based, HeLa, Hsp70 promoter luciferase, luminescence, 10 µM | HeLa Hsp70 promoter luciferase reporter; scaled: vehicle 0, proteasome-inhibitor control 100% | activation, % at 10 µM | AID 1203, 2008 | actives 0.04% (n = 200,000);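 active = activation above the mean across all tested compounds plus 3 SD, cutoff set per campaign, cut at about 5.5% in these data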;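 note: 100% = MG132 at 30 µM as the positive control and 0% = DMSO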
STAT1 act: STAT1 signaling activators, primary screen, cell-based, HTS, luciferase reporter; NIH 3T3 STAT1-luciferase reporter, IFN-gamma, luminescence; 100% = IFN-gamma alone, no compound; activation (% of control), % at 5.5 µM; actives 2.6% (n = 200,000); AID 932, 2007;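 active = activation above the screen-wide mean activation plus 3 SD, cut at about 130% in these data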;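 note: raw ratio to IFN-gamma control signal so 100% means no change and 0% no light; values of inactives mirror those of a sister screen read the other way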
TLR4-MyD88 BLA: inhibitors of TLR4-MyD88 association in cells, primary screen, cell-based, HeLa CL3-4, BLA complementation, FRET ratio. inhibition, % at 8.4 µM. HeLa CL3-4 TLR4/MyD88 BLA complementation. actives 0.18% (n = 200,000); in the data active = inhibition above about 25%;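 note: 0% = vehicle and 100% = reference inhibitor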
Target sequence (O00206 whole entry, looked up): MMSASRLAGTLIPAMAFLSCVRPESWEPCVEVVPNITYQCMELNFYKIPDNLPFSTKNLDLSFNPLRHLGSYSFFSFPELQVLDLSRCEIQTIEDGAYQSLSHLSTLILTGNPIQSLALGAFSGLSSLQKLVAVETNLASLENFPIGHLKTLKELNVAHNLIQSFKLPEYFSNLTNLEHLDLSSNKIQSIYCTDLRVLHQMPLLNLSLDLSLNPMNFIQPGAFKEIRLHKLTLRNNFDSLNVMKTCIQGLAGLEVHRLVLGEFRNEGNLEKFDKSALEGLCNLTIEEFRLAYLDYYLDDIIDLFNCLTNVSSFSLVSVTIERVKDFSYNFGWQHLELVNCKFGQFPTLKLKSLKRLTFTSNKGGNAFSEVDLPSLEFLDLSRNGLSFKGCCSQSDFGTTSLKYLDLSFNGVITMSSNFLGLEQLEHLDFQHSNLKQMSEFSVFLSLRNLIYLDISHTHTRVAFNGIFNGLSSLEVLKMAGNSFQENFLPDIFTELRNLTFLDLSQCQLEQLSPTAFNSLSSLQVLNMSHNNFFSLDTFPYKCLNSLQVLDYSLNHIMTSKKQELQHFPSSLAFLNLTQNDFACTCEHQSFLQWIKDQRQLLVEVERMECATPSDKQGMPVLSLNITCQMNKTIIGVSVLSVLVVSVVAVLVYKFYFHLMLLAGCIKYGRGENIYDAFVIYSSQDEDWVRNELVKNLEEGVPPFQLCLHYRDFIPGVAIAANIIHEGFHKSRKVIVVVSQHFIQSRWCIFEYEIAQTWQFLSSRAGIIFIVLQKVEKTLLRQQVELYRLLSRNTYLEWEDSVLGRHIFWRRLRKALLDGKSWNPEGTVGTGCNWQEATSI
Target sequence (Q99836 whole entry, looked up): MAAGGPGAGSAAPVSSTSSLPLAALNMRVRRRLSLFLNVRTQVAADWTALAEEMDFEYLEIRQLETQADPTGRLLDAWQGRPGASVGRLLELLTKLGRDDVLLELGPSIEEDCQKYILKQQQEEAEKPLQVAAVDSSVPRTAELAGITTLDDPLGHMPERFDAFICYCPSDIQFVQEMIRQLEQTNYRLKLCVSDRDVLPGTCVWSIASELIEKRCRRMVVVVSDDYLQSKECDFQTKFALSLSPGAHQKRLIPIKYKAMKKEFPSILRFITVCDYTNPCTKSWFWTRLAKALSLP
STAT1 blocker: STAT1 signaling inhibitors, primary screen, cell-based, HTS, luciferase reporter. actives 0.35% (n = 200,000). NIH 3T3 STAT1-luciferase reporter, IFN-gamma, luminescence. inhibition, % at 5.5 µM;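 active = inhibition above a set limit, the mean inhibition across all tested compounds plus 3 SD, cut at about 34% in these data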;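 note: 0% = IFN-gamma with DMSO and 100% = IFN-gamma with 300 µM nifuroxazide; values of inactives mirror those of a sister screen read the other way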
STAT3 act: IL-6 driven STAT3 reporter potentiators, primary screen, U3A cells, luciferase, luminescence, MLSCN library; AID 871, 2007; IL-6 STAT3-luciferase reporter; 100% = signal with IL-6 EC80 alone; actives 0.91% (n = 190,000); activation (% of control), % at 5.6 µM;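 active = activation above the screen-wide mean of compound activation plus 3 SD, cut at about 130% in these data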;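 note: 0% = background luminescence of wells with medium and substrate only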
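system = STAT3-luciferase reporter U3A cells | reagent = IL-6 stimulus at 33 ng/mL final | timing = 1 h compound pre-exposure, 6 h IL-6 stimulation, 37 °C | measured by = luminescence | evaluation = % activation versus median of IL-6-stimulated wells | control set = IL-6-only wells as 100% reference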
STAT3 blocker: IL-6 driven STAT3 reporter inhibitors, primary screen, U3A cells, luciferase, luminescence, MLSCN library. IL-6 STAT3-luciferase reporter; host cell line lacks STAT1. inhibition, % at 5.5 µM. actives 0.89% (n = 190,000);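 active = inhibition above the mean inhibition across all screened compounds plus 3 SD, cut at about 44% in these data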;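 note: 0% = DMSO only wells and 100% = 100 µM nifuroxazide control wells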
Diaph act CS: compounds boosting diaphorase resazurin reduction – biochemical, uHTS, resorufin fluorescence, counter-screen for diaphorase-coupled primary assays, primary screen; Diaphorase/resazurin coupled assay, 16 min; stronger effect = higher value; 1 = vehicle wells, 0 = NADH-free wells; activation factor at 20 µM; actives 0.005% (n = 190,000); AID 1229, 2008;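 active = diaphorase activity raised at least twofold by the compound at 20 µM; inactive = activation factor below 2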
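Material: Purified diaphorase enzyme from Clostridium kluyveri | Buffer or medium: 50 mM HEPES pH 7.4 with 4.542 mM MgCl2, 0.005% Tween 20 | Times: 16 min enzyme reaction, ambient temperature | Signal: Red resorufin fluorescence at 544/590 nm excitation/emission | Measure: Increased resorufin signal from activators or reducing compounds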
Starred values were filed as active, the others as inactive; & = joins results of further samples. Only part of the results is shown (hit frequency here may not be typical).

Results for Clc1ccc(C2NCCc3[nH]cnc32)cc1 (stereo unspecified) ?
APP transl inh: 7; Diaph inh CS: -1; G6PDH counter: -3; Hsp70 act: -0.3; STAT1 act: 89; TLR4-MyD88 BLA: -8; STAT1 blocker: 12; STAT3 act: 81; STAT3 blocker: 26; Diaph act CS: 1

How did CC(=O)Nc1ccc2c(c1)CC1(C(=O)N(C)C(=O)N(C)C1=O)C1CCCN21 (stereo unspecified) do in these assays?
APP transl inh: -9; Diaph inh CS: 33; G6PDH counter: 8; Hsp70 act: -0.3; STAT1 act: 102; TLR4-MyD88 BLA: -2; STAT1 blocker: -3; STAT3 act: 100; STAT3 blocker: 6; Diaph act CS: 0.7

How did COC(=O)CC1(CC(=O)OC)C(=O)NC(=O)NC1=O do in these assays?
APP transl inh: 0; Diaph inh CS: 21; G6PDH counter: 2; Hsp70 act: -0.1; STAT1 act: 105; TLR4-MyD88 BLA: 1; STAT1 blocker: -5; STAT3 act: 100; STAT3 blocker: 2; Diaph act CS: 0.8

Results for O=C(c1ccc(Cl)cc1)C1CCCN(Cc2ccc3ncccc3c2)C1 (stereo unspecified) ?
APP transl inh: 15; Diaph inh CS: -7; G6PDH counter: 1; Hsp70 act: -0.3; STAT1 act: 82; TLR4-MyD88 BLA: 4; STAT1 blocker: 17; STAT3 act: 91; STAT3 blocker: 15; Diaph act CS: 1.1

Results for Cc1ccc(OCCSC2=NN2c2cc(C)nc(N)n2)cc1 ?
APP transl inh: 4; Diaph inh CS: -6; G6PDH counter: 6; Hsp70 act: 0.0; STAT1 act: 100; TLR4-MyD88 BLA: -11; STAT1 blocker: -3; STAT3 act: 101; STAT3 blocker: 4; Diaph act CS: 1.1

What do the screens show for `C=CCn1c(=O)c(C=Nc2cccc([N+](=O)[O-])c2)c(O)n(CCCC)c1=O`?
APP transl inh: 0; Diaph inh CS: 8; G6PDH counter: 0; Hsp70 act: -0.1; STAT1 act: 103; TLR4-MyD88 BLA: 9; STAT1 blocker: -4; STAT3 act: 112; STAT3 blocker: -6; Diaph act CS: 0.9

How did CCc1c(C)nc(N)nc1N1N=C1SC do in these assays?
APP transl inh: 5; Diaph inh CS: -1; G6PDH counter: 5; Hsp70 act: -0.3; STAT1 act: 98; TLR4-MyD88 BLA: -1; STAT1 blocker: 3; STAT3 act: 98; STAT3 blocker: 4; Diaph act CS: 1

How did CCN(CC)c1ccc(N=Cc2c(O)n(Cc3ccccc3)c(=O)[nH]c2=O)cc1 do in these assays?
APP transl inh: 5&23; Diaph inh CS: 27&5; G6PDH counter: 10&-4; Hsp70 act: -0.4&-0.4; STAT1 act: 90&102; TLR4-MyD88 BLA: 10&-2; STAT1 blocker: 11&-2; STAT3 act: 107&106; STAT3 blocker: -4&-4; Diaph act CS: 0.7&0.9

Results for CCCNC(=O)N1CCC2(CC1)OCCO2 ?
APP transl inh: -6; Diaph inh CS: -15; G6PDH counter: 6; Hsp70 act: -0.1; STAT1 act: 102; TLR4-MyD88 BLA: -4; STAT1 blocker: -4; STAT3 act: 104; STAT3 blocker: 3; Diaph act CS: 1.1

How did COc1cc(CC2(CCc3ccncc3)C(=O)N(C)C(=O)N(C)C2=O)cc(OC)c1OC do in these assays?
APP transl inh: 14; Diaph inh CS: 12; G6PDH counter: 6; Hsp70 act: -0.4; STAT1 act: 95; TLR4-MyD88 BLA: -5; STAT1 blocker: 4; STAT3 act: 100; STAT3 blocker: 2; Diaph act CS: 0.9

How did CN1CCC(O)(c2ccccc2)C2CCCC21 (stereo unspecified) do in these assays?
APP transl inh: 16; Diaph inh CS: 8; G6PDH counter: 4; Hsp70 act: 0.5; STAT1 act: 94; TLR4-MyD88 BLA: 15; STAT1 blocker: 2; STAT3 act: 95; STAT3 blocker: 9; Diaph act CS: 0.9

What do the screens show for `COc1ccccc1N1CCN(Cc2ccc(F)cc2)CC1`?
APP transl inh: -13; Diaph inh CS: 6; G6PDH counter: -5; Hsp70 act: 0.2; STAT1 act: 103; TLR4-MyD88 BLA: -7; STAT1 blocker: -3; STAT3 act: 96; STAT3 blocker: 13; Diaph act CS: 0.9

Results for CCOC(=O)CC(NC(=O)C(Cc1ccc(N(CCCl)CCCl)cc1)NC(C)=O)C(=O)OCC (stereo unspecified) ?
APP transl inh: 86*; G6PDH counter: 19; Hsp70 act: 0.1; STAT1 act: 98; TLR4-MyD88 BLA: -2; STAT1 blocker: 1; STAT3 act: 111; STAT3 blocker: -11

What do the screens show for `CC1CCN(C(=O)C(C)Cl)CC1` (stereo unspecified)?
APP transl inh: -8; Diaph inh CS: -1; G6PDH counter: -5; Hsp70 act: -0.1; STAT1 act: 104; TLR4-MyD88 BLA: -30; STAT1 blocker: -6; STAT3 act: 104; STAT3 blocker: 4; Diaph act CS: 1

Results for Cn1c(=O)cc(OCC(=O)N2CCN(Cc3ccc4c(c3)OCO4)CC2)c2ccccc21 ?
APP transl inh: 3; Diaph inh CS: 6; G6PDH counter: -1; Hsp70 act: 0.1; STAT1 act: 99; TLR4-MyD88 BLA: 1; STAT1 blocker: 1; STAT3 act: 98; STAT3 blocker: 6; Diaph act CS: 0.9

How did Cc1ccc(N(C)C(=O)Oc2cccc3cccnc23)cc1 do in these assays?
APP transl inh: 29; Diaph inh CS: 4; G6PDH counter: -6; Hsp70 act: -0.1; STAT1 act: 99; TLR4-MyD88 BLA: 6; STAT1 blocker: 1; STAT3 act: 87; STAT3 blocker: 18; Diaph act CS: 1

What do the screens show for `N#Cc1c(/N=C/C2C(=O)NC(=S)NC2=O)sc2c1CCCC2`?
APP transl inh: 2; Diaph inh CS: 14; G6PDH counter: -1; Hsp70 act: -0.2; STAT1 act: 97; TLR4-MyD88 BLA: 7; STAT1 blocker: 2; STAT3 act: 106; STAT3 blocker: -6; Diaph act CS: 0.9

What do the screens show for `Cc1cc(=O)n(-c2ccccc2)n1-c1ccccc1`?
APP transl inh: 4; Diaph inh CS: 16; G6PDH counter: 3; Hsp70 act: -0.3; STAT1 act: 90; TLR4-MyD88 BLA: -5; STAT1 blocker: 11; STAT3 act: 95; STAT3 blocker: 8; Diaph act CS: 0.8

Results for N#Cc1ccc(N2CCNCC2)c(F)c1 ?
APP transl inh: 4; Diaph inh CS: 8; G6PDH counter: -1; Hsp70 act: -0.1; STAT1 act: 99; TLR4-MyD88 BLA: 9; STAT1 blocker: 1; STAT3 act: 98; STAT3 blocker: 8; Diaph act CS: 0.9

How did Cn1c(O)c(C=NC2CCCCCC2)c(=O)[nH]c1=S do in these assays?
APP transl inh: 11; Diaph inh CS: -1; G6PDH counter: 9; Hsp70 act: -0.1; STAT1 act: 97; TLR4-MyD88 BLA: 17; STAT1 blocker: 1; STAT3 act: 90; STAT3 blocker: 18; Diaph act CS: 1

What do the screens show for `CCN1CCN(Cc2cc(C(C)(C)C)c(O)c(C(C)(C)C)c2)CC1`?
Diaph inh CS: 20; G6PDH counter: -2; Hsp70 act: -0.3; STAT1 act: 102; TLR4-MyD88 BLA: 13; STAT1 blocker: 1; STAT3 act: 88; STAT3 blocker: 14; Diaph act CS: 0.8

Results for O=c1[nH]c(=O)n(-c2cccc3ccccc23)c(O)c1/C=N/N1CCCCC1c1cccnc1 (stereo unspecified) ?
APP transl inh: -6; Diaph inh CS: 16; G6PDH counter: -7; Hsp70 act: -0.4; STAT1 act: 99; TLR4-MyD88 BLA: 5; STAT1 blocker: 1; STAT3 act: 110; STAT3 blocker: -10; Diaph act CS: 0.8

Results for COc1ccc(C(C)=O)cc1CC(C(=O)c1ccc(C)c(C)c1)N(C)C (stereo unspecified) ?
APP transl inh: 12; Diaph inh CS: 7; G6PDH counter: -8; Hsp70 act: -0.3; STAT1 act: 93; TLR4-MyD88 BLA: -1; STAT1 blocker: 8; STAT3 act: 101; STAT3 blocker: -6; Diaph act CS: 0.9

What do the screens show for `Cc1cc(OCc2ccc([N+](=O)[O-])cc2)c2c3c(c(=O)oc2c1)CCCC3`?
APP transl inh: -12; Diaph inh CS: 10; G6PDH counter: 9; Hsp70 act: -0.4; STAT1 act: 104; TLR4-MyD88 BLA: -13; STAT1 blocker: -4; STAT3 act: 92; STAT3 blocker: 10; Diaph act CS: 0.9

What do the screens show for `O=C(c1cc(-c2ccccc2)nc2ccccc12)N1CCC2(CC1)OCCO2`?
APP transl inh: 7; Diaph inh CS: 9; G6PDH counter: 9; Hsp70 act: -0.2; STAT1 act: 103; TLR4-MyD88 BLA: -6; STAT1 blocker: -3; STAT3 act: 100; STAT3 blocker: 9; Diaph act CS: 0.9

What do the screens show for `CCN(CC)P(=O)(Oc1cccc(C)c1)N(CC)CC`?
APP transl inh: -14; Diaph inh CS: 12; G6PDH counter: 1; Hsp70 act: 0.1; STAT1 act: 101; TLR4-MyD88 BLA: -9; STAT1 blocker: 0; STAT3 act: 96; STAT3 blocker: 11; Diaph act CS: 0.9

Results for Cc1cccc(C)c1OC(=O)Cc1ccccc1 ?
APP transl inh: 13; Diaph inh CS: 10; G6PDH counter: 1; Hsp70 act: -0.2; STAT1 act: 100; TLR4-MyD88 BLA: -8; STAT1 blocker: -1; STAT3 act: 87; STAT3 blocker: 18; Diaph act CS: 0.9

Results for O=C(NC(Cc1cnc[nH]1)C(=O)O)c1ccccc1 (stereo unspecified) ?
APP transl inh: -9; Diaph inh CS: 0; G6PDH counter: -2; Hsp70 act: 0.0; STAT1 act: 92; TLR4-MyD88 BLA: -2; STAT1 blocker: 5; STAT3 act: 107; STAT3 blocker: -4; Diaph act CS: 1

Assay outcomes (PubChem)
